Screens deposited in PubChem BioAssay by National Center for Advancing Translational Sciences (NCATS).
TrxR1 substrate: substrates of rat thioredoxin reductase 1; purified TrxR1 substrate turnover, NADPH consumption readout; Potency, µM (series often up to 114 µM), without a hit: top-dose activity change, negative = substrate turnover; 390,000 tested, 0.01% active; further: on the % scale 0 is the no-effect control and ±100 the full control effect; nearly all actives have a fitted effect of over 50% in size
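Rat TrxR1, dispensed at 90 nM, was prereduced with 400 uM NADPH (final) for 5 min at ~22 deg C, then incubated with compound 15 min before 400 uM selenite. A first-read NADPH fluorescence drop versus no-compound background flagged substrates.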
RGS4 inhibitor: blocks human RGS4-accelerated GTP hydrolysis; Transcreener GDP fluorescence polarization, RGS4-accelerated GTP hydrolysis; P49798; Potency, µM (titrated, usually from 114 µM), without a hit: at the highest dose activity change, negative = inhibition, most hits filed as inhibitors; 390,000 tested, 0.039% active; further: on the % scale 0 is the no-effect control and ±100 the full control effect; nearly all actives have a fitted effect of over 75% in size; some results filed as inactive show a strong effect at the top dose
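MLSMR compounds (23 nl, pin-transferred) preincubated 10 min at room temperature with a 500nM (2x) first reagent, then RGS4 at 900nM (2x) plus Transcreener GDP mix added; fluorescence polarization (620/688 nm) read before and after 90 min at 30 °C.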
ALOX12 inh: ALOX12 (human) lipoxygenase inhibition; 580,000 tested, 1.1% active; Potency, µM (titrated, usually from 108 µM), inactives show top-dose activity change, negative = inhibition, hits mostly inhibitors; purified 12hLO, xylenol orange hydroperoxide absorbance; P18054; AID 1671190; further: on the % scale 0 is the no-effect control and ±100 the full control effect
Target sequence (P18054 whole entry, looked up): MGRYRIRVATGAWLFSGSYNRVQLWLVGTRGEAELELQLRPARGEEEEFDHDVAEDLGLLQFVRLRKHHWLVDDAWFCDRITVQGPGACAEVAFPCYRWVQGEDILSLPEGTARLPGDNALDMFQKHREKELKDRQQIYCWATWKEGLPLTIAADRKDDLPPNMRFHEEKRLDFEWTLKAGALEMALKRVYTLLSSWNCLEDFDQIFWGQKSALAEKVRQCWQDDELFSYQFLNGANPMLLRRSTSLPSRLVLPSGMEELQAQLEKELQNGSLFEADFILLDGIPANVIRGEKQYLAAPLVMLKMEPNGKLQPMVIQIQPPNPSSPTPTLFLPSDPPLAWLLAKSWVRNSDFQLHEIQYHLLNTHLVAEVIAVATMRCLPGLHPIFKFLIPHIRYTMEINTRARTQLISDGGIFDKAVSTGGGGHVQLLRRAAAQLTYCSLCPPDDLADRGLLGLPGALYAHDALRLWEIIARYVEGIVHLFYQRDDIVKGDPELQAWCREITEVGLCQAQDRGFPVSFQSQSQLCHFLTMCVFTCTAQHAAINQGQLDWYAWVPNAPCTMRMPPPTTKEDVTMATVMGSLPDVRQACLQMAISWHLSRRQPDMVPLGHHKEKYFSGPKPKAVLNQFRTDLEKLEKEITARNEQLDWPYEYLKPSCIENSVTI
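Hydroperoxide product was detected by ferrous iron/xylenol orange as the 573 to 405 nm absorbance ratio. Arachidonic acid at 40 uM (final) was turned over for 30 min at room temperature by 150 nM human 12hLO, pH 7.0 Hepes buffer, after 15 min compound preincubation.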
USP1 inh: blocks the human USP1/UAF1 deubiquitinase complex; recombinant USP1/UAF1, Ub-Rhodamine cleavage fluorescence; Potency, µM (series often up to 57.1 µM), for inactives: at the top dose activity change, negative = inhibition, actives largely listed as inhibitors; 390,000 tested, 0.23% active; AID 743255; further: on the % scale 0 is the no-effect control and ±100 the full control effect; nearly all actives have a fitted effect of over 60% in size; inactives centre near -12
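In this screen, compounds sit with the deubiquitinase complex (1nM) for 15 min at room temperature before Ub-Rho is added at 150nM final. Fluorescence rise is then followed for 6 reads every 60 seconds.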
RXFP1 agonist: RXFP1 (human) receptor agonism. Q9HBX9. HEK293T-RXFP1 cAMP TR-FRET, 30 min; response scale: percent of porcine relaxin response, buffer zero. Potency, µM (highest dose often 57.5 µM), without a hit: top-dose activation, actives largely listed as activators. 370,000 tested, 0.3% active. AID 2676; further: on the % scale 0 is the no-effect control and ±100 the full control effect; nearly all actives have a fitted effect of over 60% in size; many of its hits are not listed in these tables
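HEK293 cells stably expressing RXFP1, treated 30 min at 37C with compounds plus PDE4 inhibitor Ro 20174; cAMP measured by HTRF TR-FRET. Normalized to buffer and 29 nM porcine relaxin; EC50 by Hill fit.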
Vif-A3F inh: Vif-A3F binding inhibition; HeLa A3F-eYFP + Vif (tagged APOBEC3F with the HIV-1 protein that degrades it), YFP fluorescence increase; AID 602313; Potency, µM (highest dose often 46.1 µM), for the others: at the top dose activity, negative = active; 390,000 tested, 0.2% active; further: % of control where 0% means no effect; nearly all actives have a fitted effect of over 65% in size
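HeLa cells stably expressing A3F-eYFP plus Vif, plated and incubated overnight at 37 deg C, then exposed to compounds overnight at 37 deg C. Blocked degradation read as raised yellow fluorescence (Ex 488/Em 500-530).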
IDH1 R132H inh: inhibitors of human mutant IDH1 R132H | Potency, µM (highest dose often 76.6 µM), inactives show top-dose activity change, negative = inhibition, usual class: inhibitors | 390,000 tested, 0.093% active | IDH1-R132H enzyme, NADPH consumption, diaphorase/resazurin fluorescence | O75874; further: on the % scale 0 is the no-effect control and ±100 the full control effect; nearly all actives have a fitted effect of over 65% in size
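IDH1-R132H (0.5 ug/mL) preincubated 30 min with compound, then NADPH (0.016 mM) and alpha-KG (2 mM) added; 80 min at RT, pH 7.5. Remaining NADPH coupled via diaphorase/resazurin to fluorescence (540/590 nm); concentration-response curves normalized to no-enzyme control.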
rTrxR1 inhibitor: blocks rat thioredoxin reductase 1; recombinant rTrxR1, NADPH fluorescence consumption, selenite substrate; 390,000 tested, 1% active; Potency, µM (series often up to 114 µM), inactives show top-dose activity change, negative = inhibition, most hits filed as inhibitors; further: on the % scale 0 is the no-effect control and ±100 the full control effect; nearly all actives have a fitted effect of over 65% in size
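Rat TrxR1 (90 nM in the dispensed reagent) was pre-reduced with 400 uM NADPH for 5 min at room temperature, then incubated with compound for 15 min. After 400 uM selenite was added, NADPH fluorescence (Ex 340/Em 450 nm) was followed for 8 min.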
Vif-APOBEC3G blk: Vif-A3G binding inhibition. 410,000 tested, 0.076% active. AID 602310. HeLa A3G-eYFP + Vif (tagged APOBEC3G with the HIV-1 protein that degrades it), YFP fluorescence, overnight. Potency, µM (doses to about 46.1 µM), for inactives: top-dose activity, negative = active, usual class: inhibitors. Q9HC16;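 further: on the % scale 0 is the no-effect control and ±100 the full control effect; nearly all actives have a fitted effect of over 60% in size; hits raise eYFP signal because A3G escapes Vif-driven loss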
Target sequence (Q9HC16 whole entry, looked up): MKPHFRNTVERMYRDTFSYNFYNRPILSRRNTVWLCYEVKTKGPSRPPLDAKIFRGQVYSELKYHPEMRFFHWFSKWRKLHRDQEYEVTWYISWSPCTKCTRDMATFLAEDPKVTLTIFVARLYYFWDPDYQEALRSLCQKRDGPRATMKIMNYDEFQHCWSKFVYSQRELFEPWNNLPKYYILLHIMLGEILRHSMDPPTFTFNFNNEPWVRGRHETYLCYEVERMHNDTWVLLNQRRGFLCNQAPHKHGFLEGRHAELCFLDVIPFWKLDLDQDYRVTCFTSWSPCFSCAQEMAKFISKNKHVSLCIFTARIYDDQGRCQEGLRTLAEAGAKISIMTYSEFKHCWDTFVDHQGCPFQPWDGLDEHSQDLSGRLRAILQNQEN
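HeLa cells stably expressing Vif and C-terminally eYFP-tagged A3G, seeded overnight at 37 deg C, then exposed to compound by pintool overnight at 37 deg C. Rise in yellow fluorescence (Ex 488/Em 500-530, Acumen) marks blocked Vif-driven A3G degradation.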
* hit, by the source's call; i = inactive; ? = inconclusive; . = no result given; & = joins results of further samples; [ ] = dose if it differs, or a comment. The call rests on the fitted dose curve; in most records, active means well fitted curve in the direction sought with a large enough effect; inconclusive means small, poorly fitted or top-dose-only effect, or another doubt; inactive means no such curve, though single readings can be large; an effect the other way counts as inactive or inconclusive. Potency means the concentration at half of the fitted maximal effect.

SMILES	TrxR1 substrate	RGS4 inhibitor	ALOX12 inh	USP1 inh	RXFP1 agonist	Vif-A3F inh	IDH1 R132H inh	rTrxR1 inhibitor	Vif-APOBEC3G blk
CC(C)n1c(O)c(N=NC(=O)Cc2csc(N3CCOCC3)n2)c2ccccc21	-4%	-10%	-3%	-13%	0.0%	?	2%	-4%	-1%
O=C1C(C=NCCCn2ccnc2)=C(O)c2ccccc21	-16%	22%	-15%	-6%	.	1%	2%	-30%	1%
C=CCn1c(SCC(=O)NNC(=S)Nc2ccccc2)nnc1-c1ccccc1	11%	?	255%[activator]	-13%	-1.5%	2%	-7%	-13%[57.1 µM]	3%
CCN(Cc1ccccc1)C(=O)CN1C(=O)CSc2ccc(S(=O)(=O)N(CC)CC)cc21	4%	5%	?	-20%	-0.5%	-2%	-6%	18%	0%
CC(=O)Nc1cccc(C(=O)NC(C)c2ccc(S(N)(=O)=O)cc2)c1 (stereo not drawn)	-4%	-16%	28%	-16%	-0.6%	.	-1%	-4%	-1%
Cc1ccccc1Nc1nn2c(=O)c3ccc(C(=O)N4CCCC(C)C4)cc3nc2s1 (stereo not drawn)	-5%[57.1 µM]	-17%	5%&-18%	-23%&-5%	1.4%	0%&11%	-2%&-9%	3%[57.1 µM]	2%&-5%
COc1cc(-c2cc(C(=O)Nc3ccc(O)cc3)c3ccccc3n2)cc(OC)c1OC	-7%	-7%[11.4 µM]	45µM*	-15%	1.4%	2%	1%	21%	-9%
CCCSc1ncc(Cl)c(C(=O)N(Cc2ccccc2)c2ccc(OC)cc2)n1	2%	-21%	-22%	-20%	0.4%	.	.	26%	.
COc1ccc2c(c1)CCc1sc(NC(=O)c3ccc(Br)cc3)nc1-2	-5%[57.1 µM]	-3%	-15%	-19%	3.2%	-3%	16%	10%[57.1 µM]	5%
O=C1CCC(=O)N1c1ccc(S(=O)(=O)Nc2cccc(Br)c2)cc1	2%	-1%	-4%	-13%	2.1%	5%	4%	13%	-4%
COc1ccccc1N1CCN(C(=O)c2ccc(S(=O)(=O)N3CCCCC3)cc2)CC1	-6%[57.1 µM]	32%	0%	-21%	2.7%	2%	5%	7%[57.1 µM]	0%
O=C(CSc1cccc[n+]1[O-])Nc1ccc([N+](=O)[O-])cc1Cl	-12%	-12%	-16%	-13%	-0.4%	-10%	4%	11%[57.1 µM]	-1%
O=[N+]([O-])c1ccc2nccn2c1	-1%[57.1 µM]	13%	-3%	-6%	-0.3%	-10%	4%	-11%[57.1 µM]	1%
Cc1[nH]c2ccccc2c1C(=O)NS(=O)(=O)Nc1ccc(Cl)cc1	3%[57.1 µM]	1%	-14%	-24%	-0.5%	-19%	8%	8%[57.1 µM]	0%
CCCOc1ccc(CNC(=O)C2CCN(C(=O)c3sccc3-n3cccc3)CC2)cc1	7%	14%	-13%	-24%	2.2%	.	.	20%	.
COc1ccc(CCN(C)C(=O)CSc2nc3ncc(Cl)cc3[nH]2)cc1OC	0%	-18%	-18%	-10%	2.0%	-2%	2%	7%	0%
Cc1nnc2n1CCCCC2	2%[57.1 µM]	-20%	0%	-16%	1.3%	2%	3%	5%[57.1 µM]	2%
CCN(CC)C(=O)C1=C(C)N(Cc2ccc(OC)cc2)C(=O)C(CC(=O)NCCc2ccccn2)C1 (stereo not drawn)	.	.	-88%	10%	.	-10%	-5%	.	-4%
CC1(C)Cc2nc3sc(C(=O)NCCCO)c(N)c3cc2CO1	-4%	25%	?	-1%	2.3%	1%	4%	7%	1%
COc1ccc(C(=O)NC(=S)NNC(=O)c2ccncc2)cc1Br	2%	-36%	?	-20%	2.5%	2%	6%	-13%	0%
O=C(CCc1ccccc1)Nc1cc(NC(=O)CCc2ccccc2)cc(C(=O)O)c1	-2%	7%	-4%	-6%	1.4%	10%	-14%	9%	4%
COc1ccc(Oc2nccc(-c3ccc(Cl)cc3)n2)cc1	-4%	8%	2%	0%	-0.1%	1%	-3%	-6%	2%
Cc1nn(C)c(C)c1/C=C(/C(=O)C(C)C)n1cncn1	-3%	13%	i	-9%	0.7%	7%	14%	-2%	8%
CCN(CC)S(=O)(=O)c1ccc2oc(C(=O)NCCN3CCOCC3)c(C)c2c1	9%[57.1 µM]	-20%	-19%	-13%	-0.9%	2%	6%	5%[57.1 µM]	1%
CCOc1ccccc1NC(=O)C(C)N(c1ccccc1)S(C)(=O)=O (stereo not drawn)	6%	-18%	-1%	-20%	6.1%	4%	-3%	6%	1%
Cc1c(OCc2ccc([N+](=O)[O-])cc2)ccc2c3c(c(=O)oc12)CCC3	8%[57.1 µM]	15%	8%	-1%	4.7%	-17%	5%	17%[57.1 µM]	-2%
O=C(Cc1ccc(Cl)cc1Cl)Nc1cccc(S(=O)(=O)Nc2ccccc2F)c1	-14%	-81%	?	-3%	0.2%	-2%	-26%	-28%	0%
COc1ccc(CNC(=O)C2CCCN(c3ncnc4c3nc3n4CCCCC3)C2)cc1 (stereo not drawn)	0%	-6%[11.4 µM]	.	-21%	3.2%	1%	0%	10%	5%
O=C(COC(=O)C1CC2CCCC(C1)C2=O)Nc1ccccc1 (stereo not drawn)	4%	12%	13%	-10%	0.9%	-10%	1%	3%	6%
CCOc1cccc(C2CC(=O)Nc3cc(OC)c(OC)cc32)c1 (stereo not drawn)	-3%	-6%	-23%	-8%	0.9%	-10%	2%	7%	1%
COC(=O)[C@@]1(Cc2ccc(F)cc2)[C@H]2c3cc(C(=O)N(C)C)n(C[C@H](O)CO)c3C[C@H]2CN1C(=O)c1ccccc1	7%[57.1 µM]	18%	-1%	27%	-0.4%	7%	-12%	2%[57.1 µM]	-8%
O=C(N/N=C/c1coc2ccccc2c1=O)c1ccncc1	3%	0%	409%[activator]	-23%	4.1%	2%	0%	3%	-6%
Cc1ccc(CNC(=O)C2CCN(S(=O)(=O)c3ccc4c(c3)CCCN4C(=O)C3CCC3)CC2)cc1	6%[57.1 µM]	-34%	-23%	-15%	-0.9%	4%	0%	21%[57.1 µM]	0%
COc1ccc(N2CCN(C(=O)COc3ccc(Cl)cc3Cl)CC2)cc1	7%[57.1 µM]	-10%	?	-14%	3.3%	5%	7%	14%[57.1 µM]	0%
CCOc1ccc(NC(=O)CSc2ncc3c(n2)-c2ccccc2N(Cc2ccccc2C)S3(=O)=O)cc1	3%[57.1 µM]	-32%	?	-13%	?	-8%	-12%	13%[57.1 µM]	-5%
COc1cccc(Cn2c(=O)n(CC3CCC(C(=O)NC(C)C)CC3)c(=O)c3sccc32)c1 (stereo not drawn)	3%[57.1 µM]	1%	-6%	-32%	3.3%	-4%	-10%	13%[57.1 µM]	-3%
CCOc1ccccc1/C=C(/NC(=O)c1ccccc1)C(=O)N(CC)CC	6%[57.1 µM]	14%	10%	-25%	-1.6%	-4%	21%	9%[57.1 µM]	0%
CC(=O)N1CCc2cc(Br)cc(S(=O)(=O)NCCc3cccc(C)c3)c21	1%[57.1 µM]	-4%	0%	-10%	1.8%	-3%	-9%	16%[57.1 µM]	-4%
Cc1ccc(C)c(NC(=O)CN(CCc2ccccc2)S(=O)(=O)c2ccccc2)c1	-1%	25%	-5%	0%	0.3%	-11%	-6%	3%	-4%
CC1CCCCC1NC(=O)Cc1ccc(S(=O)(=O)N2CCOCC2)s1 (stereo not drawn)	-1%	-17%	-7%	-22%	0.0%	0%	3%	3%	-7%
O=C1C(Oc2ccc(Cl)cc2)C(c2ccc3c(c2)OCO3)N1CC1CCCO1 (stereo not drawn)	-2%	18%	-2%	-15%	1.0%	1%	-4%	21%	-4%
O=C(NNC(=O)c1cccs1)c1ccncc1	-8%	8%	-4%	-2%	0.8%	2%	-2%	-8%	-2%
COCCCN1C(=O)C(=O)/C(=C(/O)c2ccc(S(=O)(=O)N3CCOCC3)cc2)C1c1ccc(F)cc1 (stereo not drawn)	-4%	-3%	?	-12%	-0.9%	-12%	4%	0%	0%
COc1ccc(-c2nnc(-c3cccnc3)o2)cc1OC	6%	-29%	2%	-5%	6.5%	-4%	15%	?	2%
COc1ccc(/C=C2\CCn3c2nc2cc(C(=O)O)ccc2c3=O)cc1O	-19%	-14%	-27%	?	-2.0%	7%	5%	?	1%
Cc1cc(C)c(C(=O)C(C)OC(=O)c2ccccn2)cc1C (stereo not drawn)	-2%	-23%	?	-16%	-0.2%	1%	7%	8%	1%

An excerpt from above in order of the Vif-A3F inh value, descending.
| mol | TrxR1 substrate | RGS4 inhibitor | ALOX12 inh | USP1 inh | Vif-A3F inh | rTrxR1 inhibitor |
| --- | --- | --- | --- | --- | --- | --- |
| COc1ccc(/C=C2\CCn3c2nc2cc(C(=O)O)ccc2c3=O)cc1O | -19% | -14% | -27% | ? | 7% | ? |
| O=C(N/N=C/c1coc2ccccc2c1=O)c1ccncc1 | 3% | 0% | 409%[activator] | -23% | 2% | 3% |
| COc1ccc(-c2nnc(-c3cccnc3)o2)cc1OC | 6% | -29% | 2% | -5% | -4% | ? |

A portion of the library; the hit share may differ from the screen's.
